Screening data (PubChem)
GalR3 antagonist: GalR3 antagonists in HEK293 cells, primary screen, cell-based, fluorescence readout | Galanin receptor type 3 (Homo sapiens), O60755 | HEK293 GalR3-CNG cAMP membrane potential fluorescence; galR3 body fused to GalR1 C-terminus | inhibition, % at 3 µM | 360,000 compounds, 0.44% hits | AID 651719, 2012;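 active means inhibition above the screen-wide average plus 3 SD, cut at about 13% in these data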;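 further: forskolin and galanin both at EC90 stimulate the cells; cAMP rise reported by CNG channel membrane potential dye signal; 0% = forskolin plus galanin with DMSO and 100% = forskolin alone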
Target sequence (O60755 1-299 limits assumed): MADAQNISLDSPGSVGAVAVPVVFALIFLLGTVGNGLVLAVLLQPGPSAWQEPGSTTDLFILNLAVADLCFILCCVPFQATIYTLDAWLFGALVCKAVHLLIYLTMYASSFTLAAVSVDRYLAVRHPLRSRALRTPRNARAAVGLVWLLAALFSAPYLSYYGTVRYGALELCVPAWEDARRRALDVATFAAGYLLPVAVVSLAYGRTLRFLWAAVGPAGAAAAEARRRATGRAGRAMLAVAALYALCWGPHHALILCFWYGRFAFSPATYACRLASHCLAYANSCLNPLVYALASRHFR
Numbers without * were called inactive.

GalR3 antagonist	SMILES
-6.0	C[C@@H]1CN([C@@H](C)CO)C(=O)CCCn2nncc2CO[C@@H]1CN(C)S(=O)(=O)c1ccc(Oc2ccccc2)cc1
-6.0	O=C(Nc1ncccc1O)c1ccc(S(=O)(=O)NCc2ccco2)cc1
-6.3	O=C(N[C@H](C(=O)N1CCC[C@H]1C(=O)NCCc1ccccc1Cl)c1ccccc1)c1ccco1
-4.4	COc1ccc(CNC(=O)C[C@@H]2CC[C@@H](NS(=O)(=O)c3cccc(OC)c3)[C@@H](CO)O2)cc1
-4.8	COc1ccc(N2CSC(=S)N(c3ccc(OC)cc3)C2)cc1
-5.5	Cc1ccc(Cl)cc1NC(=O)OCCN(C)C(=O)Nc1cc(Cl)ccc1C
-5.3	O=C(c1[nH]c(C(F)(F)F)nc1-c1ccccc1)N1CCc2ccccc2C1
-3.9	CN(CCc1ccccc1)C(=O)c1ccc(NC(=O)Cc2cccc(NC(=O)C3CCN(C(=O)C4CC4)CC3)c2)cc1
1.6	Cc1ncc(CO)n1Cc1ccc(Cl)cc1
-1.2	O=C(c1ccccc1)N1CCN(c2cc(Cl)nc3cc(-c4cccc(Cl)c4)nn23)CC1
-5.8	CCOC(=O)C1(C)CCN1C(=O)c1ccc2c(c1)CCO2 (stereo not drawn)
-1.5	COc1cc2c(oc(=O)c3cc(C)cc(OC)c32)c2c(C3OC(C)C(O)C(C)(O)C3O)ccc(O)c12 (stereo not drawn)

Three of the entries above in order of the GalR3 antagonist value, highest first:
mol | GalR3 antagonist
COc1cc2c(oc(=O)c3cc(C)cc(OC)c32)c2c(C3OC(C)C(O)C(C)(O)C3O)ccc(O)c12 (stereo not drawn) | -1.5
Cc1ccc(Cl)cc1NC(=O)OCCN(C)C(=O)Nc1cc(Cl)ccc1C | -5.5
CCOC(=O)C1(C)CCN1C(=O)c1ccc2c(c1)CCO2 (stereo not drawn) | -5.8

More results follow:
GalR3 antagonist	SMILES
-6.9	O=C(NCCOc1ccccc1)c1ccccc1F
-2.6	NC(c1ccc(F)c(F)c1)c1nc(-c2ccc3ccccc3c2)cs1 (stereo not drawn)
-6.7	CN(C(=O)c1cccc(NC(=O)Cc2cccc(NC(=O)C3CCCN(C(=O)CCc4ccccc4)C3)c2)c1)C1CCC1 (stereo not drawn)
1.1	CCOC(=O)[C@]12CCC=C1N(Cc1ccc(Cl)cc1Cl)C(=O)[C@H](CC(=O)NCCCOC)C2
3.7	COc1ccc(C2=Nc3ccccc3NC(=O)C2N(C(=O)c2cc3ccccc3[nH]2)c2ccccc2)cc1 (stereo not drawn)
-0.3	CSc1ccccc1NC(=O)COC(=O)CCCOc1ccc(C)cc1
-2.0	O=C(COC(=O)c1n[nH]c(=O)c2ccccc12)Nc1ccccc1
-2.0	CSCCC(c1nc2ccccc2[nH]1)n1c(-c2ccc(C)cc2)nc2ccccc21 (stereo not drawn)
-6.3	O=C(NC1CCCCC1)C(CCc1ccccc1)n1c(=O)c(-c2ccccc2)nc2ccccc21 (stereo not drawn)
-6.4	O=C(NNc1ccccc1)c1ccc(Cl)c(Cl)c1
-4.0	COC(=O)C1C2OC(C(Br)C2Br)C1C(=O)OC (stereo not drawn)
-5.7	Cc1cnc(C(=O)N(c2ccc(N3CCOCC3)cc2)C2C(=O)Nc3ccccc3N=C2c2ccc(F)cc2)cn1 (stereo not drawn)

Following part:
GalR3 antagonist	SMILES
-5.8	COc1ccccc1-c1csc(C(O)c2cccc(Cl)c2)n1 (stereo not drawn)
-4.3	C=CCOC(=O)c1ccccc1C(=O)OCC1CO1 (stereo not drawn)
-7.1	C=CCNc1nc(-c2sc(NC(=O)C(C)(C)C)nc2C)c(-n2cc(-c3ccccc3)nn2)s1
-5.4	COc1ccc(C(O)c2nc(-c3ccc(F)cc3OC)cs2)cc1 (stereo not drawn)
-7.8	N#Cc1ccccc1OCC(=O)N1CC(=O)Nc2ccccc21
-4.5	CCC1([N+](=O)[O-])COC(c2ccc(C)cc2)OC1 (stereo not drawn)
3.5	CCSc1ccc(-c2cc(NC=O)c3ncc(-c4cccc(C(=O)N(C)C)c4)n3c2)cc1
7.8	CSc1ncnc2c1ncn2CCCNCC1CCCO1 (stereo not drawn)
-7.8	CCOC(=O)C1(C)CCN1C(=O)c1ccc(-c2ccccc2)cc1 (stereo not drawn)
-7.6	Cc1cc(C)cc(C(O)c2ncc(-c3ccccc3C(F)(F)F)[nH]2)c1 (stereo not drawn)
-7.0	COC(=O)[C@]12CCCCC=C1N(Cc1ccc(Cl)cc1Cl)C(=O)[C@H](CC(=O)NCc1ccccc1)C2
-1.0	CCN(CC)C(=O)C1=C(C)N(CCCOC)C(=O)C(CC(=O)NCCc2ccccn2)C1 (stereo not drawn)

(more compounds)
GalR3 antagonist	SMILES
0.8	Cc1ccc(S(=O)(=O)NC(=O)C2(C)CCN2C(=O)Cc2ccc(C(C)(C)C)cc2)nc1 (stereo not drawn)
-7.0	Cc1cc2nc(C(C)(C)C)c(Cc3ccsc3)n2c(C)c1Br
-5.0	O=C1C(Cl)=C(Oc2ccccc2)C(=O)c2ccccc21
-3.9	Cc1cc(N2CCCC2)ccc1NC(=O)COc1ccccc1
-5.1	COc1ccc(C(=O)N2CCCC(C)(C(=O)NS(=O)(=O)C3CC3)C2)c(OC)c1 (stereo not drawn)
-5.4	O=C(O)C(=Cc1cc2c(cc1[N+](=O)[O-])OCO2)c1cc2c(cc1Br)OCO2
-4.1	COc1ccccc1CNc1nc2cc(-c3ccc(OC)c(OC)c3)sc2c(=O)n1C
-0.4	CCOC(=O)C1=C[C@@H](c2ccccc2)N(S(=O)(=O)c2ccc(C)cc2)[C@H]1c1ccc(F)cc1
-4.2	COCCN1C(=O)CN(S(C)(=O)=O)CC1(C)C(=O)NC(C)C (stereo not drawn)
-6.2	CCOC(=O)c1[nH]c(=S)n(Cc2ccccc2)c1C(=O)OCC
-2.7	CC(=NNC(=S)Nc1cccc(Cl)c1)c1ccccn1
-7.2	CCC(CC)C(=O)N(C)c1c(C)nc2c(OCc3ccc(C(F)(F)F)cc3)cccn12

Additional structures:
GalR3 antagonist	SMILES
-4.2	O=S1(=O)N[C@@H](Cc2ccccc2)COc2cc(N3CCCCC3)ccc21
-5.8	COc1cccc(C2CC(=O)Nc3cc(C)c(C)cc32)c1 (stereo not drawn)
-8.9	Cc1cc(C)n2c(Nc3ccc4c(c3)OCCO4)c(CCc3ccccc3)nc2n1
-3.6	Clc1ccc(NN(Cc2ccncc2)c2ccc(Cl)cc2)cc1
-0.1	O=CNc1c(Cl)cc2c(c1Cl)Cc1cc([N+](=O)[O-])ccc1-2
-5.7	CCOC(=O)[C@]12CCCC=C1N(Cc1ccco1)C(=O)[C@H](CC(=O)NCC1CCCCC1)C2
-3.2	NS(=O)(=O)c1ccc(NC(=O)CN2CCN(S(=O)(=O)c3cccs3)CC2)cc1
-4.7	OC(c1ccc(F)c(F)c1)c1nc(-c2cc(F)cc(F)c2)cs1 (stereo not drawn)
-2.4	Cc1ccc(Cc2c(-c3ccc(Cl)cc3)nc3c(C)cc(Br)cn23)cc1
-4.4	O=C(NCc1ccc(F)cc1)c1ccc(S(=O)(=O)N2CCCC2)cc1
-6.0	CCOC(=O)C1=C(C(=O)OCC)C2N(Cc3ccc(C(F)(F)F)cc3)c3ccccc3[C@@]23C[C@@H](C(=O)OC)N(S(=O)(=O)c2ccc(OC)cc2)C3=N1 (stereo partly drawn)
-2.3	COc1ccc([C@H]2C[C@@H](O)[C@H](n3cc(COC(=O)c4ccccc4)nn3)CN2C(=O)C2CCCCC2)cc1

Other entries follow.
GalR3 antagonist	SMILES
1.5	COc1ccc([C@H]2N[C@]3(CCCN(Cc4ccc(C(F)(F)F)cc4)C3=O)[C@H]3C(=O)N(C)C(=O)[C@@H]23)cc1
-4.6	CCOC(=O)N1CCN(C(=O)c2[nH]c(C(F)(F)F)nc2-c2ccccc2)CC1
-5.6	O=C(OCc1nnc(-c2ccccc2)o1)C1CCN(C(=O)c2ccc(Cl)cc2)CC1
-1.0	CC(=O)N1CCN(c2ccc(N3CCN(Cc4ccccc4)[C@@H](C)C3)c(C)c2)[C@@H](C)C1
-7.2	CC(CC(=O)c1ccccc1)=NCC(O)CN=C(C)CC(=O)c1ccccc1 (stereo not drawn)
-3.0	COc1ccccc1NS(=O)(=O)c1cc(C(=O)N2CCCC2)ccc1F
-3.0	COC(=O)[C@]12CCCCC=C1N(Cc1ccco1)C(=O)[C@H](CC(=O)N1CCCCC1)C2
-4.6	CCOc1ccc(Cc2c(O)nc(SC)[nH]c2=O)cc1
-1.2	O=C1CC(=O)N2CCSC2=N1
-3.9	CCOc1ccc(-c2noc(-c3csc([C@@H]4C[C@H](O)[C@@H](CO)O4)n3)n2)cc1
-8.9	Cc1ccc(S(=O)(=O)N2C3CCCCC3O[C@H]2CC(=O)Oc2ccccc2)cc1 (stereo partly drawn)
-3.2	CC1CC(=O)C(C(C2=C(O)CC(C)CC2=O)c2ccccc2)=C(O)C1 (stereo not drawn)

Next part:
GalR3 antagonist	SMILES
-1.6	CC(C)(O)CN(C(=O)c1ccccc1)C1CCCCC1
-6.6	Cc1cccc(C)c1NC(=O)c1csc(COCCO)n1
-7.2	COc1ccc(-c2c(C(=O)c3ccccc3)[nH]c(N)c2C(=O)c2ccc(Br)cc2)cc1OC
-0.4	CC(=O)Nc1cc(NC(C)=O)cc(C(=O)NCC2(N3CCOCC3)CCCCC2)c1
1.4	CC(=O)N1c2ccc(S(=O)(=O)N3CCCC(C(=O)Nc4ccc(C)cc4)C3)cc2CC1C (stereo not drawn)
-5.5	O=C(Nc1ccc2c(c1)OCCO2)C(c1cc2ccccc2o1)N1CCN(C/C=C/c2ccccc2)CC1 (stereo not drawn)
-2.2	C[C@H]1CN([C@@H](C)CO)C(=O)CCCn2nncc2CO[C@H]1CN(C)S(=O)(=O)c1cccs1
-7.7	CC1(Oc2ccc(Cl)cc2)CCN(Cc2ccc(-c3ccccn3)cc2)C1 (stereo not drawn)
-6.5	CNC(=O)C[C@H]1C(=O)N(c2ccccc2)C[C@@H]1Cc1ccccc1
-6.7	Cc1ccn2c(Cc3ccccc3)c(-c3ccc(Br)cc3)nc2c1
-1.4	CCCc1cc(=O)[nH]c2nnc(SCC(=O)Nc3nnc(CC)s3)n12
-2.2	O=C(CSc1n[nH]c(=O)n1C1CC1)Nc1ccc(F)c([N+](=O)[O-])c1

More entries follow:
GalR3 antagonist	SMILES
-2.8	CCOC(=O)N1CCN(CC(=O)Nc2nccs2)CC1
-5.3	CCCCC(=O)c1ccc(OC(=O)c2ccc([N+](=O)[O-])cc2)cc1
75.4*	CC1CCCN(S(=O)(=O)c2cc(C(=O)NCCc3ccc(S(N)(=O)=O)cc3)ccc2Cl)C1 (stereo not drawn)
-5.6	Cc1ccc(C2CC(=O)Oc3cc(C)c(Br)c(C)c32)cc1 (stereo not drawn)
-0.3	CNC1(C(N)=O)CCN(Cc2ccccc2)CC1
-6.0	CC(=O)Nc1cccc(-c2ccnc3c2CC(C(=O)NCc2ccc(F)c(F)c2)O3)c1 (stereo not drawn)
-5.1	CCOC(=O)C1(C)CCN1C(=O)CSc1ccccc1 (stereo not drawn)
-7.0	CCOC(=O)C1C(C(=O)OC)=C(C(=O)OC)c2ccccc2N1S(=O)(=O)C(F)(F)F (stereo not drawn)
0.3	CC(=O)Nc1ccc2c(c1)Cc1cc(N3C(=O)C=CC3=O)ccc1-2
0.7	CCc1nc2c(OCCC3CCCCC3)cccn2c1N(C)C(=O)c1ccncc1
-3.8	O=C(Cc1ccc(F)cc1)Nc1cc(S(=O)(=O)N2CCOCC2)ccc1N1CCCCC1
-7.0	COc1ccc(S(=O)(=O)N2CCC(C(=O)NCC(=O)Nc3c(C)cccc3C)CC2)cc1OC

Continued:
GalR3 antagonist	SMILES
-9.2	CN(C)CCN(Cc1ccccc1)C(c1cc2ccccc2o1)c1nnnn1C(C)(C)C (stereo not drawn)
-5.5	CCC1NC(=O)c2cc3ccccc3cc2-n2c1nc1ccc(OC)cc1c2=O (stereo not drawn)
-4.4	CCOc1ccccc1NC(=S)C(=C([O-])c1ccc2c(c1)OCCO2)[n+]1ccc(CC)cc1
-1.9	CC(OC(=O)C1=COCCO1)C(=O)Nc1ncc(Cl)cc1Cl (stereo not drawn)
-7.2	CCOc1ccc2nc(S(=O)(=O)NC(=O)C3(C)CCN3C(=O)c3cc(C)n(C)n3)sc2c1 (stereo not drawn)
-8.2	CC(C)c1cccc(C(C)C)c1NC(=O)OC1CCCCC1
-4.3	O=C1OCc2ccc([N+](=O)[O-])cc21
-6.0	CCc1ncc(C(O)c2ccc(Cl)cc2)n1Cc1ccccc1 (stereo not drawn)
-8.8	CC(=O)NCCNc1nc2cc(-c3ccc4c(ccn4C)c3)sc2c(=O)n1C
-1.4	CCOC(=O)N1C(=O)NC(=O)C1c1ccc(Cl)cc1 (stereo not drawn)
-6.8	CCOC(=O)C1(C)CCCN(C(=O)c2ccc3ccccc3c2)C1 (stereo not drawn)
-4.8	CCOC(=O)/C=c1/s/c(=C/c2ccc3cc(OC)ccc3c2)c(=O)n1CC(=O)NCC1CCCO1 (stereo not drawn)

Next part:
GalR3 antagonist	SMILES
-3.3	O=C(NCc1ccccc1)c1cc(C2CCCCN2C(=O)c2cccs2)on1 (stereo not drawn)
2.5	Cc1c(N2CCCCC2)[nH]c2ccccc12
-5.6	OCc1ccc(-c2ccc3nccn3c2)cc1
-4.0	Cc1c(NS(=O)(=O)c2cc(C(=O)NC(C)c3ccccc3)ccc2Cl)c(=O)n(-c2ccccc2)n1C (stereo not drawn)
0.8	CC(=O)N1CCN(C(=O)c2cccc(S(=O)(=O)Nc3c(C)n(C)n(-c4ccccc4)c3=O)c2)CC1
-6.8	CC(=O)c1ccc(-c2ccc(-c3cc(=O)oc4c(C(C)C)ccc(C)c34)cc2)cc1

Filtered by structure: those above with a tert-butyl group.
GalR3 antagonist	SMILES
-7.1	C=CCNc1nc(-c2sc(NC(=O)C(C)(C)C)nc2C)c(-n2cc(-c3ccccc3)nn2)s1
0.8	Cc1ccc(S(=O)(=O)NC(=O)C2(C)CCN2C(=O)Cc2ccc(C(C)(C)C)cc2)nc1 (stereo not drawn)
-7.0	Cc1cc2nc(C(C)(C)C)c(Cc3ccsc3)n2c(C)c1Br
-9.2	CN(C)CCN(Cc1ccccc1)C(c1cc2ccccc2o1)c1nnnn1C(C)(C)C (stereo not drawn)

These rows are one share of the data (hit frequency here may not be typical).
